Diaphorase inh: diaphorase inhibitors and chemical oxidizers, primary screen, counter-screen for diaphorase-coupled primary assays, biochemical, uHTS, resorufin fluorescence; diaphorase resazurin-to-resorufin fluorescence, NADH, 16 min; bacterial (C. kluyveri) enzyme, not human; 190,000 compounds, 0.69% hits; inhibition, % at 20 µM; AID 1217, 2008;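 active = primary screen inhibition at 20 µM above a set limit, cut at about 50% in these data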;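 also: plate controls were DMSO with full reaction for no effect and wells lacking NADH for full effect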
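controls = No-NADH positive control and DMSO neutral control | system = Clostridium kluyveri diaphorase enzyme | timing = reaction incubation of 16 min at room temperature | signal = resorufin fluorescence 544/590 nm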
TNAP inh noacc: human TNAP enzyme inhibitors, primary screen, biochemical, luminescent, no phosphate acceptor, uHTS; Alkaline phosphatase, tissue-nonspecific isozyme (Homo sapiens), P05186; purified TNAP, CDP-star luminescence, 30 min; inhibition, % at 20 µM; 200,000 compounds, 0.26% hits; AID 1012, 2008;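 active = tissue-nonspecific alkaline phosphatase inhibition above about 50% at 20 µM in the single-dose screen, limit read from the data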;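 also: 0% = DMSO negative control and 100% = EDTA positive control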
Target sequence (P05186 whole entry, looked up): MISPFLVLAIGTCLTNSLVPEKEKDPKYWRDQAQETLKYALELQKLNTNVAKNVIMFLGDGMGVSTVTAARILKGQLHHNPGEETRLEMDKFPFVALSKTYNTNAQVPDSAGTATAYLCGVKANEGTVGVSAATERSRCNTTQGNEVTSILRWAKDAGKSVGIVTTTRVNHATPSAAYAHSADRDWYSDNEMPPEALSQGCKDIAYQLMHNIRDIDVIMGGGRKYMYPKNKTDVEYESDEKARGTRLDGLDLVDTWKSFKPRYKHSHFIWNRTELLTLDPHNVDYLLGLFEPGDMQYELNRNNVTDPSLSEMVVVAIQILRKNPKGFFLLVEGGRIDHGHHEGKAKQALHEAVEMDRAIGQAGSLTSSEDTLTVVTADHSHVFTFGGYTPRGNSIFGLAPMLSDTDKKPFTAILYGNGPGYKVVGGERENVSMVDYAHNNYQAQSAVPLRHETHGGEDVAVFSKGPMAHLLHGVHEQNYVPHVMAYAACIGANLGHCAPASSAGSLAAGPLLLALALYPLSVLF
FLuc act counter: FLuc activators, initial screening, artefact control for FLuc-dependent activation tests, biochemical, ATPlite luminescence; activation factor at 10 µM; 200,000 tested, under 10 active; ATPlite luciferase biochemical, 10 min; 0 = ATP-free wells, 1 = DMSO control;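 active = luciferase activation factor, scaled between plate controls, of at least 2 with compound at 10 µM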
Target sequence (P08659 whole entry, looked up): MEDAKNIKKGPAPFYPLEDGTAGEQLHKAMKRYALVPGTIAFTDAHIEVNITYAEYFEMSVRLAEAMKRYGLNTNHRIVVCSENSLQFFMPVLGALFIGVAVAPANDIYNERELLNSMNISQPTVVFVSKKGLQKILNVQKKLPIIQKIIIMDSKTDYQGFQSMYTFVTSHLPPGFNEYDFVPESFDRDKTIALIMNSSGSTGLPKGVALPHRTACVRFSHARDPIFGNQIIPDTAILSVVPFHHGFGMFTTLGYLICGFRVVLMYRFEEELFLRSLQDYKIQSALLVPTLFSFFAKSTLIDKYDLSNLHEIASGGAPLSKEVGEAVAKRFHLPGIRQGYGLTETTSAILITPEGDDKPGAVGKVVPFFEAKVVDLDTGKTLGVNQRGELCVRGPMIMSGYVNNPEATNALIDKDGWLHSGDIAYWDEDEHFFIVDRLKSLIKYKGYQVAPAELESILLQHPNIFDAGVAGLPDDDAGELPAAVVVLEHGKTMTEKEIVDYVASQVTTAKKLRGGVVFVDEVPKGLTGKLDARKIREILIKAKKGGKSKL
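Assay system: Luciferase/luciferin reagent mix; Medium: PBS as buffer for the ATP substrate; Dosing: test compounds dosed from 2 mM stocks in 100% DMSO; Times: 10 min, room temperature; Signal: luminescence from luciferase reaction; Read-out: luciferase activation; Controls: No-ATP low control, compound-free enzyme-plus-ATP high control.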
G6PDH counter: L. mesenteroides G6PDH inhibitors, counter-screen for G6PDH-coupled screening assays, biochemical, Leuconostoc mesenteroides enzyme; 200,000 compounds, 0.12% hits; glucose-6-phosphate dehydrogenase [Leuconostoc mesenteroides]; inhibition, % at 5 µM; Purified L. mesenteroides G6PDH, diaphorase/resazurin coupled fluorescence, 45 min; AID 1020, 2008; in the data active = inhibition above about 50%
Diaphorase act: compounds boosting diaphorase resazurin reduction – biochemical, uHTS, resorufin fluorescence, counter-screen for diaphorase-coupled primary assays, primary screen | Diaphorase/resazurin coupled assay, 16 min; active compounds read high; 1 = vehicle wells, 0 = NADH-free wells | activation factor at 20 µM | 190,000 compounds, 0.005% hits | AID 1229, 2008;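 active = diaphorase activity raised at least twofold by the compound at 20 µM; inactive = activation factor below 2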
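Material: purified diaphorase enzyme from Clostridium kluyveri; Also added: 0.114 mM NADH and 0.1 mM resazurin, final amounts; Doses: single compound dose of 20 µM, 1% DMSO final; Times: 16 min enzyme reaction, ambient temperature; Detection: resorufin fluorescence, excitation 544 nm, emission 590 nm; Measure: increased resorufin signal from activators or reducing compounds.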
TNAP act hi DEA: TNAP activators at high phosphate acceptor level, primary screen, biochemical, luminescence, uHTS; purified TNAP, CDP-star luminescence, 1 M DEA, 30 min; active compounds read high; 0 = EDTA background, 1 = DMSO-only activity; activation factor at 20 µM; 200,000 tested, under 10 active; AID 1136, 2008;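 active = activation factor at least 2 at 20 µM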
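Control set: EDTA negative control, DMSO positive control / Assay system: human TNAP / Quantity: TNAP 1/800 final / Evaluation: TNAP activation factor scaled between EDTA and DMSO control wells / Measured by: luminescent substrate turnover signal / Compound dosing: one dose, 20 µM / Times: 30 min enzyme reaction at room temperature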
PMI act hi M6P: human PMI activators, high substrate, primary screen, biochemical, fluorescence intensity, near-saturating mannose 6-phosphate | Mannose-6-phosphate isomerase (Homo sapiens), P34949 | coupled PMI enzyme assay, resazurin fluorescence, 20 min; active compounds read high; 1 = untreated enzyme, 0 = substrate-free blank | activation factor at 20 µM | 190,000 compounds, 0.34% hits | AID 1216, 2008;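 active = activation factor of 2 or more at 20 µM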
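assay system = human phosphomannose isomerase with PGI, G6PDH, diaphorase coupling enzymes | quantity = 15 ng/mL PMI | incubation = enzyme reaction with compound 20 min at room temperature | medium = HEPES pH 7.4 buffer with MgCl2 and Tween-20 | compound dosing = one concentration, 20 µM, in 1% DMSO | measured by = Diaphorase-driven resazurin-to-resorufin fluorescence, excitation 544, emission 590 nm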
Efa HMGR inh: inhibitors of E. faecalis class II HMGR, primary screen, biochemical, Enterococcus faecalis; 190,000 compounds, 0.41% hits; AID 1066, 2008; inhibition, % at 10 µM; purified E. faecalis HMGR, NADPH absorbance 340 nm kinetic;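 active = inhibition above a set limit, the median over all tested compounds plus 3 SD, cut at about 9.5% in these data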;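 also: enzyme runs in reverse so mevalonate oxidation gives rising NADPH absorbance; 0% = complete reaction with DMSO and 100% = background rate lacking mevalonate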
PMI activator: activators of human PMI, primary screen, biochemical, fluorescence intensity, near-Km mannose 6-phosphate; Mannose-6-phosphate isomerase (Homo sapiens), P34949; purified human PMI, coupled resazurin fluorescence, 20 min; active compounds read high; 1 = vehicle control, 0 substrate-free wells; activation factor at 20 µM; 190,000 compounds, 0.005% hits; AID 1214, 2008;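 active = activation factor of 2 or more at 20 µM, relative to plate controls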
TNAP inh hi DEA: human TNAP enzyme inhibitors, primary screen, biochemical, luminescent, high phosphate acceptor level, uHTS | Alkaline phosphatase, tissue-nonspecific isozyme (Homo sapiens), P05186 | purified TNAP, CDP-star luminescence, 1 M DEA | inhibition, % at 20 µM | 200,000 compounds, 0.03% hits | AID 1135, 2008;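 active = over 50% inhibition of tissue-nonspecific alkaline phosphatase at 20 µM in the single-dose screen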;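 also: plate controls were DMSO wells for no effect and EDTA-quenched wells as full inhibition for full effect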
Active calls of the source: *; nt = not tested or not shown.

SMILES | Diaphorase inh | TNAP inh noacc | FLuc act counter | G6PDH counter | Diaphorase act | TNAP act hi DEA | PMI act hi M6P | Efa HMGR inh | PMI activator | TNAP inh hi DEA
CC1(c2ccccc2)NC(=O)N(CC(=O)Nc2ccc([N+](=O)[O-])cc2)C1=O (configuration not stated) | 4 | -4 | 1 | -2 | 1 | 1 | 1 | -4 | 1 | 0
COc1ccccc1NC(=O)COc1ccc(Br)cc1CO | -1 | -17 | 1 | 4 | 1 | 1 | 1 | -2 | 1 | -3
CC(C)(C)NC(=O)C(c1ccccn1)N(C(=O)C1CSC(=O)C1)c1ccccc1F (configuration not stated) | 3 | -15 | 1.1 | 1 | 1 | 1.1 | 1.1 | 0 | 1.1 | -7
CCCC(C)NC(=O)c1c2c(nc3ccccc13)CCC2 (configuration not stated) | 1 | 0 | 1 | 4 | 1 | 1 | 1.1 | -1 | 1.3 | 4
COc1ccc(C(=O)NCCc2nnc(SCC(=O)Nc3ccccc3C(C)C)n2C)cc1 | 14 | -12 | 1 | 2 | 0.9 | 1 | 0.9 | -1 | 0.9 | -4
CCOC(=O)C1CCCN(Cc2ccccc2F)C1 (configuration not stated) | 10 | -9 | 1.1 | 4 | 0.9 | 1.1 | 1 | -9 | 0.9 | -5
Cc1cc(C)nc(N/N=C/c2ccccc2OCc2ccccc2)n1 | 11 | -6 | 1 | -9 | 0.9 | 1.1 | 1.2 | -4 | 1.2 | -8
Cc1cccc(N(C(=O)c2snc(C(N)=O)c2N)C(C(=O)NCC2CCCO2)c2cccs2)c1 (configuration not stated) | 23 | -2 | 1.1 | 7 | 0.8 | 1 | 1 | -4 | 0.9 | -2
N#CC(C(=O)NC1CC1)c1nc2ccccc2nc1N1CCN(C/C=C/c2ccccc2)CC1 (configuration not stated) | 20 | -1 | 1 | -42 | 0.8 | 0.9 | 0.7 | 2 | 0.8 | 6
CC(c1ccon1)N(C)Cc1cn(C)nc1-c1cccc(Cl)c1 (configuration not stated) | 13 | -12 | 1 | 0 | 0.9 | 1.1 | 1 | 1 | 0.9 | -6
O=C(COc1ccccc1)NC(=S)Nc1cccc([N+](=O)[O-])c1 | 9 | -1 | 1 | -15 | 0.9 | 1 | 1 | -4 | 0.9 | 3
COc1cc(C(=O)Nc2cc(C)cc(C)c2)c(-n2cnnn2)cc1OC | 3 | -4 | 1 | 10 | 1 | 1 | 1.1 | 3 | 1 | -1
Cc1onc(-c2ccccc2Cl)c1C(=O)Nc1cccc2nsnc12 | 9 | -11 | 1.1 | -2 | 0.9 | 1 | 1 | -2 | 1 | -2
COc1ccccc1NC(=O)CSc1nnc(-c2ccccn2)n1Cc1ccco1 | -13 | 3 | 1 | 12 | 1.1 | 1.1 | 1.1 | 1 | 1 | -6
O=C(NC(Cc1ccccc1)C(=O)O)c1ccc(S(=O)(=O)N2CCCCC2)cc1 (configuration not stated) | 2 | -10 | 1.1 | 1 | 1 | 1 | 1.1 | -9 | 1.1 | -2
Cc1ccc(S(=O)(=O)N2CCC(=O)N(C(COCc3cccc(Cl)c3)C(C)C)CC2)cc1 (configuration not stated) | 30 | -4 | 1.1 | 12 | 0.7 | 1 | 0.9 | -4 | 0.9 | -4
O=C(Nc1ccc2c(c1)OCCO2)C1CCN(S(=O)(=O)c2ccc(Br)s2)CC1 | 30 | -12 | 1 | 4 | 0.7 | 1 | 0.9 | -6 | 0.9 | -4
CC(C)c1ccc(NC(=O)COC(=O)CSc2nnc(N)s2)cc1 | 18 | -33 | 0.9 | 19 | 0.8 | 1 | 0.9 | -11 | 0.8 | -1
C=CCN1C(=O)C(Cc2ccc(OCC)cc2)S/C1=N\N=C\c1cccs1 (configuration not stated) | 23 | -4 | 1 | 0 | 0.8 | 1.1 | 1 | -1 | 0.9 | -7
CSC1=C(C#N)C(c2ccccc2Cl)C2=C(CCCC2=O)N1 (configuration not stated) | 2 | 12 | 1.1 | 13 | 1 | 1 | 1 | nt | 1.1 | -5
O=C(NCCc1cccc(Cl)c1)c1cccc([N+](=O)[O-])c1 | 21 | -5 | 1.1 | -3 | 0.8 | 1 | 0.9 | -6 | 0.9 | -1
Cc1ccc(C(=O)N2CCN(c3ccc(NC(=O)CSc4ccc(Cl)cc4)cc3)CC2)cc1 | 10 | -8 | 1.1 | -4 | 0.9 | 1 | 1 | 0 | 1 | -2
CCCNc1cc(C)oc(=O)c1C(=O)CCC | 8 | -9 | 1 | 0 | 0.9 | 1 | 1 | -4 | 1 | -3
CCCCOC(=O)/C(=C/c1cn(C)c2ccccc12)NC(=O)c1ccc(OC)cc1 | 26 | -4 | 1 | -2 | 0.7 | 1 | 0.9 | -1 | 0.9 | -4
Cc1ccc(NC(=O)C[n+]2ccccc2)cc1[N+](=O)[O-] | 1 | -10 | 1.1 | 4 | 1 | 1 | 1 | -2 | 1 | -3
COc1cccc(NC(=O)N(CCCN2CCOCC2)C(C)c2cc3cccc(OC)c3o2)c1 (configuration not stated) | 8 | -8 | 1 | -12 | 0.9 | 1 | 1 | -5 | 0.9 | -3
O=C(CCCNS(=O)(=O)c1cccc2nsnc12)NCc1ccc(Cl)cc1 | 2 | -7 | 1 | 4 | 1 | 1 | 1 | 1 | 1 | -5
COC(=O)c1cc(NC(=S)Nc2cc(Cl)cc(Cl)c2)cc(C(=O)OC)c1 | 14 | 10 | 1 | -4 | 0.9 | 1 | 1 | -4 | 1 | 0
COc1cccc(/C=C(\C(=O)O)c2ccccc2)c1 | 9 | -26 | 1.1 | 2 | 0.9 | 1.1 | 1 | 2 | 1.1 | -9
CCc1ccc(NC(=O)Nc2cccc(OC)c2)cc1 | 12 | -14 | 0.5 | 3 | 0.9 | 1 | 1 | 0 | 1 | -2
OC(COc1ccc(CNCCc2ccc(C(F)(F)F)cc2)cc1)CN1CCCCC1 (configuration not stated) | -22 | 0 | 1 | 14 | 1.2 | 1 | 0.9 | -4 | 0.9 | 1
CN(C)CCCN(C(=O)COc1ccccc1)c1nc2c(F)cccc2s1 | 4 | 2 | 1 | -11 | 1 | 0.9 | 1 | -8 | 1.2 | 7
COc1ccc(NC(=S)NN2CCN(C)CC2)cc1 | 16 | -4 | 1.1 | 3 | 0.8 | 1.1 | 1 | 0 | 1 | -5
C=CCSc1nnc(Cn2c(=O)sc3ccccc32)n1C | -2 | -10 | 1 | -3 | 1 | 1 | 1.2 | 2 | 1.1 | -1
Cc1cc(C)cc(Cn2ncc(Cl)c(Cl)c2=O)c1 | 13 | -18 | 1 | -1 | 0.9 | 1 | 1 | 0 | 1 | -1
Cc1cccc(OCCCC(=O)Nc2ccc(S(=O)(=O)Nc3onc(C)c3C)cc2)c1 | 13 | -14 | 1 | 3 | 0.9 | 1 | 1.1 | -3 | 1.1 | -5
CC(=O)Nc1ccc(NC(=O)C2CC(=O)N(c3cccc(C)c3C)C2)cc1 (configuration not stated) | 22 | -11 | 1 | 7 | 0.8 | 1 | 0.9 | 3 | 0.9 | -4
CCn1c(COc2ccc3c(c2)OCO3)nnc1SCC(=O)c1ccccc1 | 11 | -4 | 1 | 7 | 0.9 | 1 | 1 | -4 | 0.9 | 0
CC1=CCC(C(=O)O)C(C(=O)Nc2nc3ccc(S(C)(=O)=O)cc3s2)C1 (configuration not stated) | -3 | -6 | 1 | 4 | 1 | 1 | 1.2 | -8 | 1.2 | -2
CCOC(=O)CSc1nnc(CNc2ccc(F)cc2)o1 | 12 | -12 | 1.1 | -2 | 0.9 | 1 | 1 | 0 | 0.9 | -3
Cc1ccc2nc(SCC(=O)NC3CCCc4ccccc43)[nH]c2c1 (configuration not stated) | 11 | -24 | 1 | 8 | 0.9 | 1 | 0.9 | -2 | 0.7 | 2
CCCN1CCN(CCCNC(=O)CN2C(=O)COc3ccccc32)CC1 | -22 | 0 | 1 | 25 | 1.2 | 1 | 1.1 | 2 | 1 | -5
Cn1cccc1CC(=O)NNC(=O)Nc1ccc(Cl)cc1 | -1 | 3 | 1 | 6 | 1 | 1 | 0.9 | -5 | 1 | 3
O=C(COc1ccc(Cl)cc1Cl)Nn1c(=S)[nH]c2ncccc2c1=O | 50* | 2 | 1 | -22 | 0.5 | 1 | 0.8 | 2 | 0.9 | -1
CCOc1ccccc1CNC(=O)CCN1C(=O)COc2ccccc21 | 20 | -13 | 1.1 | 4 | 0.8 | 1 | 0.8 | -2 | 0.8 | -3

Another view of part of the listing above:
Structure	Diaphorase inh	TNAP inh noacc	FLuc act counter	G6PDH counter	Diaphorase act	TNAP act hi DEA	PMI act hi M6P	Efa HMGR inh	PMI activator	TNAP inh hi DEA
CC1=CCC(C(=O)O)C(C(=O)Nc2nc3ccc(S(C)(=O)=O)cc3s2)C1 (configuration not stated)	-3	-6	1	4	1	1	1.2	-8	1.2	-2
Cn1cccc1CC(=O)NNC(=O)Nc1ccc(Cl)cc1	-1	3	1	6	1	1	0.9	-5	1	3
O=C(COc1ccc(Cl)cc1Cl)Nn1c(=S)[nH]c2ncccc2c1=O	50*	2	1	-22	0.5	1	0.8	2	0.9	-1
CCn1c(COc2ccc3c(c2)OCO3)nnc1SCC(=O)c1ccccc1	11	-4	1	7	0.9	1	1	-4	0.9	0

Screening data (PubChem BioAssay)
